# Bioassay records deposited in PubChem BioAssay by NMMLSC.
# Bim-Bfl-1 – disrupts Bim binding to human Bfl-1; inhibition, % at 10 µM; AID 1008; 190,000 tested, 0.12% active; Bead-based flow cytometry, Bim-Bfl-1 binding inhibition; Q16548;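 note: 0% = wells without compound plus tracer and 100% = blocker peptide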
# ABCG2 inh – blocks JC-1 efflux by human ABCG2 transporter | Q9UNQ0 | IgMXP3 cells, flow cytometry | inhibition, % at 6.6 µM | 190,000 tested, 0.1% active;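 active = inhibition above 80%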;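 note: 0% = DMSO and 100% = nicardipine control wells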
#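 Test system: IgMXP3 (ABCG2) plus far-red-tagged CCRF-Adr (ABCB1) cells / Amount: 3 million cells/mL in well / Reagent: JC-1 transporter substrate / Timing: 10 min compound exposure, 25 °C / Signal: flow cytometry, 530 nm JC-1 signal / Read-out: percent efflux inhibition, scaled nicardipine 100% to DMSO 0% / Benchmarks: nicardipine as high control, DMSO as low control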
# Bcl-B Bim block – human Bim-Bcl-B interaction inhibition. Q9HD36. bead-based flow cytometry, Bim peptide-Bcl-B binding. inhibition, % at 10 µM. 190,000 tested, 0.073% active. AID 951;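 note: 0% = tracer peptide without compound and 100% = reference inhibitor peptide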
# RGS4-Gao reg – human RGS4-Galphao interaction regulation; P09471; Multiplexed bead flow cytometry, RGS4-Galphao binding; actives lie on both sides; binding response (% of control), % at 10 µM; 220,000 tested, 0.33% active; AID 1415; in the data active = binding response below about 49% or above about 150%; inactive = in between;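 note: fluorescent Galphao activated with aluminum fluoride binding bead-coupled RGS4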
# ABCB1 block – human ABCB1 inhibition, ABCG2 as counter-screen | P08183 | inhibition, % at 6.6 µM | CCRF-Adr cells, JC-1 efflux, flow cytometry | 190,000 tested, 0.067% active; in the data active = inhibition above about 40%;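 note: 0% = vehicle and 100% = reference inhibitor; higher value means more JC-1 retained so stronger ABCB1 efflux block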
# Target sequence (P08183 whole entry, looked up): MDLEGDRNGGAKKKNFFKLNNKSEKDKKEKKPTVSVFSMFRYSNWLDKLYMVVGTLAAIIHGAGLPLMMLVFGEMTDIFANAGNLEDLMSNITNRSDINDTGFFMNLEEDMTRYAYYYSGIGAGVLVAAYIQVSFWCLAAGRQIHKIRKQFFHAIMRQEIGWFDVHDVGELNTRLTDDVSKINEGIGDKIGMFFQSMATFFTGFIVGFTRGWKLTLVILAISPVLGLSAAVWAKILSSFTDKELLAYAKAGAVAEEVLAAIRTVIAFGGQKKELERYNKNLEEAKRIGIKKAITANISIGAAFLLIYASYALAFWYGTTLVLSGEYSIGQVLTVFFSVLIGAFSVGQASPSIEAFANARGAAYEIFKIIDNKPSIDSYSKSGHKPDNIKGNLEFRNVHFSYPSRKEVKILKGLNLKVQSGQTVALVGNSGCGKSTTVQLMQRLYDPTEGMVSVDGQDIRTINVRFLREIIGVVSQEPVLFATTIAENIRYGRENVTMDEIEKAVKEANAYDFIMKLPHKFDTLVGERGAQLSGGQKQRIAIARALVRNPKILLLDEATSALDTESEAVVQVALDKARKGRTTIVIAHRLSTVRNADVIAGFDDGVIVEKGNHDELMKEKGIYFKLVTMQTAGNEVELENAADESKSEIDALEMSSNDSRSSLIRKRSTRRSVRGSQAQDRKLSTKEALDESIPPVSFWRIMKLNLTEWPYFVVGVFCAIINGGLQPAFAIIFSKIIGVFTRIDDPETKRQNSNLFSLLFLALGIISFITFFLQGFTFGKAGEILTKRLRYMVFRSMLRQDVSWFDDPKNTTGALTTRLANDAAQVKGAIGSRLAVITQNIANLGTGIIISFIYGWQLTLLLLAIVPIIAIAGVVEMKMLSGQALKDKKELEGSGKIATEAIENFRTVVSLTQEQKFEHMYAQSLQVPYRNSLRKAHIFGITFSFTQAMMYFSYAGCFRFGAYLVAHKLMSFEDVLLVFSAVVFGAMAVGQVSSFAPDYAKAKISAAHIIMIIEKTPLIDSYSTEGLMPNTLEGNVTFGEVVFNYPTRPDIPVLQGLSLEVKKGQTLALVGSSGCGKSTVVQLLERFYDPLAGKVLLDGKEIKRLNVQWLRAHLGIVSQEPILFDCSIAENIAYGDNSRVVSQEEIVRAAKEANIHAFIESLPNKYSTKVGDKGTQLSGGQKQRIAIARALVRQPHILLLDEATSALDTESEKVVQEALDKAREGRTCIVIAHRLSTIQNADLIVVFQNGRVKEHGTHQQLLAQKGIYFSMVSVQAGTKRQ
# Bim-Bcl-2 – disrupts Bim peptide binding to human Bcl-2; P10415; Bead-based flow cytometry, Bim peptide-Bcl-2 binding; inhibition, % at 10 µM; 190,000 tested, 0.06% active; AID 950; in the data active = inhibition above about 40%;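 note: 0% = no compound wells with probe peptide and 100% = reference peptide inhibitor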
# GSH bead fluor – GSH bead compound fluorescence profile. GSH beads flow cytometry, compound fluorescence 488/530 nm; hits give high values. 190,000 tested, 0.25% active. fluorescence (KMESF) at 10 µM; in the data active = fluorescence above about 89;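 note: glutathione beads carrying GST-tagged Bcl family fusion proteins plus one bare bead set; values are compound well signal with DMSO vehicle wells as background; inactives centre near 16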
# RGS7-Gao reg – regulators of human RGS7-Galphao interaction; Multiplexed bead flow cytometry, RGS7-Galphao binding; actives lie on both sides; P09471; binding response (% of control), % at 10 µM; 220,000 tested, 0.35% active; in the data active = binding response below about 49% or above about 150%;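 note: fluorescent Galphao held in activated GDP-AlF4 state binding bead-coupled RGS7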
# Bim-Bcl-XL – disrupts Bim peptide binding to human Bcl-XL. Q07817. bead flow cytometry, fluorescence. inhibition, % at 10 µM. 190,000 tested, 0.04% active. AID 1007
# Avidin bead fluor – avidin bead compound fluorescence profile | fluorescence (KMESF) at 10 µM | 220,000 tested, 0.38% active | Avidin beads, compound fluorescence 488/530 nm, flow cytometry; hits give high values; in the data active = fluorescence above about 47; note: inactives centre near 10
# Bim-Bcl-W – human Bim-Bcl-W interaction inhibition; 190,000 tested, 0.02% active; AID 952; bead-based flow cytometry, Bim peptide-Bcl-W binding; inhibition, % at 10 µM;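 note: 0% = bound tracer without compound and 100% = peptide blocker; higher means less fluorescent Bim peptide bound to Bcl-W beads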
# The depositor's hits bear a star; . = not tested or not shown. Cut-off read from the data, not from the text of the source, unless noted: active = inhibition above about 40%.
1	COC(=O)c1sc(N)c(C(=O)OC)c1COC(=O)CCNS(=O)(=O)c1ccc(C)cc1
2	CCCn1c(SCC(=O)c2cc(C)c(C)cc2C)n[nH]c1=O
3	O=C(COc1ccc(C(=O)NCCc2ccccc2)cc1)Nc1ccccc1
4	CC(=O)NC(C)C(=O)OCC(=O)c1ccc(-c2ccccc2)cc1 (stereo not given)
5	CC(=O)NCc1ccc(S(=O)(=O)NC(C(=O)O)C(C)C)cc1 (stereo not given)

compound no.	1	2	3	4	5
ABCG2 inh	4	0	4	3	1
Bim-Bcl-XL	-7	-2	-1	4	-5
Bim-Bfl-1	0	-1	-2	-1	-6
ABCB1 block	-0.8	0.0	0.8	0.8	0.7
RGS7-Gao reg	104	101	100	100	98
GSH bead fluor	12	17	6	20	12
Avidin bead fluor	14	28	2	20	10
Bcl-B Bim block	-6	-3	-3	5	-6
RGS4-Gao reg	101	103	102	106	98
Bim-Bcl-W	-5	-2	-1	6	-5
Bim-Bcl-2	-4	-2	1	1	-4

# The closing 2 entries of the section above come first, to join the parts:
4	CC(=O)NC(C)C(=O)OCC(=O)c1ccc(-c2ccccc2)cc1 (stereo not given)
5	CC(=O)NCc1ccc(S(=O)(=O)NC(C(=O)O)C(C)C)cc1 (stereo not given)
6	Cc1ccc(C(=O)C(OC(=O)COc2ccccc2C)c2ccccc2)cc1 (stereo not given)
7	CC1CCC2C(C1)c1sc(=O)[nH]c1SC2(C)C (stereo not given)
8	O=C(CSc1nnc(-c2ccco2)n1CC1CCCO1)c1ccc(F)cc1 (stereo not given)
9	Nc1cc(Cl)ccc1N1CCCC1
10	CC1CCCC(NC(=S)Nc2ccc(SC(F)F)cc2)C1C (stereo not given)

compound no.	4	5	6	7	8	9	10
ABCG2 inh	3	1	2	1	3	0	6
Bim-Bcl-XL	4	-5	0	1	2	2	-4
Bim-Bfl-1	-1	-6	-1	2	1	-6	-12
ABCB1 block	0.8	0.7	0.4	0.1	0.4	-0.2	0.3
RGS7-Gao reg	100	98	111	98	100	105	98
GSH bead fluor	20	12	20	15	14	14	11
Avidin bead fluor	20	10	5	38	35	26	10
Bcl-B Bim block	5	-6	0	-4	-1	5	-7
RGS4-Gao reg	106	98	106	99	98	103	100
Bim-Bcl-W	6	-5	-1	-1	-1	1	0
Bim-Bcl-2	1	-4	-2	-2	4	0	-8

# 3 compounds already listed, ordered by the value under RGS7-Gao reg, low to high:
no. | canonical_smiles | RGS7-Gao reg
10 | CC1CCCC(NC(=S)Nc2ccc(SC(F)F)cc2)C1C (stereo not given) | 98
3 | O=C(COc1ccc(C(=O)NCCc2ccccc2)cc1)Nc1ccccc1 | 100
1 | COC(=O)c1sc(N)c(C(=O)OC)c1COC(=O)CCNS(=O)(=O)c1ccc(C)cc1 | 104

# (list continues)
11	Cc1ccc(C(C(=O)NC2CCCC2)N(Cc2cccs2)C(=O)c2csnn2)o1 (stereo not given)
12	COc1ccc(-n2c(SCC(N)=O)nnc2-c2ccc(NS(=O)(=O)c3ccc(C)cc3)cc2)cc1
13	CCOC(=O)C1=C(C)Nc2nc(=S)[nH]n2C1c1ccc(Cl)cc1 (stereo not given)
14	COc1ccc(S(=O)(=O)N(C(=O)c2ccco2)c2cc3sc(=O)oc3c3ccccc23)cc1
15	CCOC(=O)Nc1ccc2c(COC(=O)CNS(=O)(=O)c3ccc(NC(C)=O)cc3)cc(=O)oc2c1

compound no.	11	12	13	14	15
ABCG2 inh	1	6	-3	-2	-3
Bim-Bcl-XL	0	-10	-1	-4	4
Bim-Bfl-1	0	-15	6	-1	-4
ABCB1 block	0.5	1.0	-1.3	0.5	-1.1
RGS7-Gao reg	99	100	115	105	97
GSH bead fluor	18	57	23	8	16
Avidin bead fluor	23	10	10	2	9
Bcl-B Bim block	0	-12	-18	-2	-4
RGS4-Gao reg	99	98	108	99	100
Bim-Bcl-W	-2	6	1	-2	2
Bim-Bcl-2	4	-16	0	-3	-2

16	O=P(O)(c1ccc(Cl)cc1)c1ccc(Cl)cc1
17	CCn1c(=O)n(CC)c2cc(S(=O)(=O)Nc3cc(C)cc(C)c3C#N)ccc21
18	N/C(=N\OC(=O)CN1C(=O)c2ccccc2C1=O)c1ccc(Cl)cc1
19	CCC(CC)C(=O)Nc1ccc(C)cc1O
20	Cc1nn(-c2ccccc2)c(N2CCCC2)c1/C=C1\N=C(c2ccccc2)OC1=O

compound no.	16	17	18	19	20
ABCG2 inh	1	-1	8	0	2
Bim-Bcl-XL	-4	2	-2	-5	0
Bim-Bfl-1	-3	-2	0	-3	1
ABCB1 block	0.2	-0.1	0.7	-0.1	0.8
RGS7-Gao reg	102	98	108	98	101
GSH bead fluor	17	11	9	17	8
Avidin bead fluor	33	7	11	10	2
Bcl-B Bim block	0	0	-4	-2	-3
RGS4-Gao reg	102	100	103	100	102
Bim-Bcl-W	-2	4	1	0	0
Bim-Bcl-2	-2	-4	-1	-2	0

# Complete entries as entered above.
# Profile of `CCn1c(=O)n(CC)c2cc(S(=O)(=O)Nc3cc(C)cc(C)c3C#N)ccc21` = ABCG2 inh = -1; Bim-Bcl-XL = 2; Bim-Bfl-1 = -2; ABCB1 block = -0.1; RGS7-Gao reg = 98; GSH bead fluor = 11; Avidin bead fluor = 7; Bcl-B Bim block = 0; RGS4-Gao reg = 100; Bim-Bcl-W = 4; Bim-Bcl-2 = -4
# Profile of `Cc1nn(-c2ccccc2)c(N2CCCC2)c1/C=C1\N=C(c2ccccc2)OC1=O` = ABCG2 inh = 2; Bim-Bcl-XL = 0; Bim-Bfl-1 = 1; ABCB1 block = 0.8; RGS7-Gao reg = 101; GSH bead fluor = 8; Avidin bead fluor = 2; Bcl-B Bim block = -3; RGS4-Gao reg = 102; Bim-Bcl-W = 0; Bim-Bcl-2 = 0

# (continued)
21	CC(=O)c1c(C(C)=O)c(C)n(-c2nc(-c3ccccc3)c(C)s2)c1C
22	O=C(NNC(=O)c1ccccc1)C(=O)N1CCCCC1
23	CCOC(=O)C1CCCN(CC(=O)Nc2c(C(=O)OC)[nH]c3ccccc23)C1 (stereo not given)
24	O=C(c1ccc2c(c1)OCO2)N1CCN(C(=O)c2ccco2)CC1
25	O=C1c2ccccc2C(=O)c2c1ccc1c(=O)n(-c3ccccc3)[nH]c21

compound no.	21	22	23	24	25
ABCG2 inh	2	3	4	-5	11
Bim-Bcl-XL	-9	0	-2	-5	-4
Bim-Bfl-1	-14	-4	-10	-5	2
ABCB1 block	0.9	0.9	1.1	-8.2	1.0
RGS7-Gao reg	101	100	99	103	100
GSH bead fluor	37	20	25	12	9
Avidin bead fluor	11	14	18	9	5
Bcl-B Bim block	-11	0	-4	-8	-5
RGS4-Gao reg	98	99	101	103	101
Bim-Bcl-W	-3	0	1	-2	0
Bim-Bcl-2	-8	-1	-7	-10	1

26	CSc1ncccc1C(=O)Nc1ccc(OC(F)(F)F)cc1
27	CCOc1cccc2cc(-c3nnc(NCc4ccc5c(c4)OCO5)s3)c(=O)oc12
28	CCC(Sc1nc(N)cc(N)n1)C(=O)O (stereo not given)
29	Cc1c(NC(=S)NC(=O)COc2ccccc2)c(=O)n(-c2ccccc2)n1C
30	CC(=O)Nc1cccc(NS(=O)(=O)Cc2ccc(Cl)cc2)c1

compound no.	26	27	28	29	30
ABCG2 inh	2	2	3	-8	9
Bim-Bcl-XL	-1	-8	2	-6	0
Bim-Bfl-1	-2	2	0	-16	-7
ABCB1 block	-0.3	0.4	0.9	-1.2	0.1
RGS7-Gao reg	100	.	98	97	103
GSH bead fluor	24	9	22	12	15
Avidin bead fluor	9	.	14	12	14
Bcl-B Bim block	-7	-12	0	-10	-5
RGS4-Gao reg	101	.	101	100	103
Bim-Bcl-W	0	-9	2	-4	2
Bim-Bcl-2	-4	-10	-2	-9	-8

31	O=C(O)CC1S/C(=N/N=C/c2ccc(Br)cc2)N(c2ccccc2)C1=O (stereo not given)
32	CCOC(=O)CN(Cc1sccc1C)C(=O)Nc1ccc(OCC)cc1
33	CCCCNC(=O)Cn1c(=O)oc2cc(S(=O)(=O)N3CC(C)CC(C)C3)ccc21 (stereo not given)
34	CCC(Sc1nc2c(cnn2-c2ccccc2)c(=O)[nH]1)C(=O)OC (stereo not given)
35	CC1=CC(c2ccccc2)n2nc(N3C(=O)CCC3=O)nc2N1 (stereo not given)

compound no.	31	32	33	34	35
ABCG2 inh	1	4	1	1	0
Bim-Bcl-XL	-1	-11	-3	-3	3
Bim-Bfl-1	1	-15	-11	-14	0
ABCB1 block	0.8	0.5	0.8	0.6	0.2
RGS7-Gao reg	100	100	103	99	97
GSH bead fluor	16	17	21	19	22
Avidin bead fluor	8	16	9	6	19
Bcl-B Bim block	2	-12	-6	-6	1
RGS4-Gao reg	98	99	101	101	97
Bim-Bcl-W	-3	-4	3	1	3
Bim-Bcl-2	-4	-6	-3	-5	15

36	CC(=O)CCc1oc2c([N+](=O)[O-])cccc2c1-c1ccc(C)o1
37	Cc1c(NC(=O)C2CC=CCC2C(=O)O)c(=O)n(-c2ccccc2)n1C (stereo not given)
38	O=C(Cn1nc(C(F)(F)F)c2c1CCCC2)NCCN1CCOCC1
39	Cc1ccc(C(=O)N/N=C\c2c(C)nn(-c3ccccc3)c2Cl)cn1
40	CC(C)C1(C)C(=O)N=C2c3ccccc3C(=O)N21 (stereo not given)

compound no.	36	37	38	39	40
ABCG2 inh	18	2	-1	3	7
Bim-Bcl-XL	3	-1	-2	-8	0
Bim-Bfl-1	3	-12	-11	-12	1
ABCB1 block	1.3	0.5	0.0	0.4	1.6
RGS7-Gao reg	98	100	103	104	106
GSH bead fluor	53	28	58	18	18
Avidin bead fluor	7	17	13	13	38
Bcl-B Bim block	3	-3	-5	-7	2
RGS4-Gao reg	97	101	101	98	105
Bim-Bcl-W	4	0	4	-5	-2
Bim-Bcl-2	-2	-7	-4	-7	-3
